GLS inh: qHTS for Inhibitors of Glutaminase (GLS). GLS enzymatic activity, qHTS titration. Potency, µM (top dose mostly 45.5 µM), inactives show top-dose activity change, negative = inhibition, actives largely listed as inhibitors. 410,000 tested, 0.21% active. AID 624170, 2012; further: potency means the concentration at half of the fitted maximal effect; on the % scale 0 is the no-effect control and ±100 the full control effect
Target sequence (O94925 whole entry, looked up): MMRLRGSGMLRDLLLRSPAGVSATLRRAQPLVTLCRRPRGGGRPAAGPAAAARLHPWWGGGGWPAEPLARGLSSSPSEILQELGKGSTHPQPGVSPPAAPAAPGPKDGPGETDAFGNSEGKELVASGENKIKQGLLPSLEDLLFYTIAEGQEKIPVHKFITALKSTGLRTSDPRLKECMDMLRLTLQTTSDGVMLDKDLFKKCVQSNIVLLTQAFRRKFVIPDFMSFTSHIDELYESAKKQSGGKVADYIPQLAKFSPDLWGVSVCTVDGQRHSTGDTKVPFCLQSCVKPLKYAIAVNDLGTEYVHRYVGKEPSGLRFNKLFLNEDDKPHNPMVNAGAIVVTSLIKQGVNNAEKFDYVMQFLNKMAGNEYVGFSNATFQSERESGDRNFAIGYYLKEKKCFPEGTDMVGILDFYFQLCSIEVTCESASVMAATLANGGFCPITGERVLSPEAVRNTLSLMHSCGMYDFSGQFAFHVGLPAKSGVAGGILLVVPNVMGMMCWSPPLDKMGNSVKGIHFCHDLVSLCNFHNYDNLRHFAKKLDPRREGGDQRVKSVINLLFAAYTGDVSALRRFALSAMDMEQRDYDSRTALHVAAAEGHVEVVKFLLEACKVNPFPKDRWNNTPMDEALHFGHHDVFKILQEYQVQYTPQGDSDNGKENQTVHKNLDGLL
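Enzyme dispensed in phosphate buffer (45 mM, pH 8.2, 0.02% Tween-20), compounds pinned in, then 1 mM L-glutamine solution and the glutamate oxidase–HRP–Amplex Red mix added; fluorescence read immediately and again after 30 min at room temperature.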
G9a block: qHTS Assay for Inhibitors of Histone Lysine Methyltransferase G9a; Potency, µM (top dose mostly 102 µM), without a hit: at the top dose activity, negative = inhibition, actives largely listed as inhibitors; Histone-lysine N-methyltransferase EHMT2 (Homo sapiens), Q96KQ7; G9a H3K9 monomethylation, AlphaScreen, 2 h; AID 504332, 2011; 350,000 tested, 8.8% active; further: potency means the concentration at half of the fitted maximal effect; on the % scale 0 is the no-effect control and ±100 the full control effect; nearly all actives have a fitted effect of over 75% in size
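Step 1: enzyme (final 20 nM) with compound, 15 min RT. Step 2: substrate peptide 500 nM and SAM 20 uM, 2 h RT. Step 3: anti-H3K9me1 antibody and AlphaScreen beads, 10 min, then plate read.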
Pol eta inh: qHTS for Inhibitors of Polymerase Eta; recombinant Pol eta, fluorescent DNA replication assay; Potency, µM (highest dose often 114 µM), without a hit: at the highest dose activity change, negative = inhibition, actives largely listed as inhibitors; 390,000 tested, 1.2% active; AID 588591, 2011; further: potency means the concentration at half of the fitted maximal effect; on the % scale 0 is the no-effect control and ±100 the full control effect
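Fluorescent replication assay: 50 nM final substrate added after a 15 min room-temperature compound preincubation with 10 nM enzyme. Signal taken at 0 min and again at 10 min.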
JMJD2A Tudor: qHTS Assay for Inhibitors of JMJD2A-Tudor Domain. Potency, µM (highest dose often 114 µM), without a hit: at the top dose activity change, negative = inhibition, actives largely listed as inhibitors. Lysine-specific demethylase 4A (Homo sapiens), O75164. 390,000 tested, 4.4% active. AlphaScreen JMJD2A-Tudor / H3K4me3 peptide binding; further: potency means the concentration at half of the fitted maximal effect; on the % scale 0 is the no-effect control and ±100 the full control effect; nearly all actives have a fitted effect of over 50% in size
PI4K2A block: qHTS for small molecular inhibitors of PI4K2A. Phosphatidylinositol 4-kinase type 2-alpha (Homo sapiens), Q9BTU6. purified PI4K2A, ADP-Glo luminescence, 1 h; stronger effect = lower value. activity change, negative = inhibition, % at 76.9 µM. 420,000 tested, 0.13% active; in the data active means activity change below about -50%; inconclusive means mostly about -30% to -49%;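 further: -100% = wells without enzyme as full effect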
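In this quantitative HTS, ADP production by PI4K2A was quantified luminescently after 1 h at ambient temperature; 100 microM adenosine served as plate-quality control.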
BAZ2B inh: qHTS Assay for Inhibitors of BAZ2B. 360,000 tested, 4.4% active. Potency, µM (top dose mostly 114 µM), without a hit: at the top dose activity change, negative = inhibition, usual class: inhibitors. AlphaScreen BAZ2B-H3K14Ac peptide displacement; further: potency means the concentration at half of the fitted maximal effect; on the % scale 0 is the no-effect control and ±100 the full control effect; nearly all actives have a fitted effect of over 60% in size
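Complex of BAZ2B and biotin-H3K14Ac (50 nM apiece) forms over 30 min at RT, then faces library compounds up to 110 uM for another 30 min; AlphaScreen beads added, 20 min dark incubation, luminescence read.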
HP1b binding inh: HTS for Inhibitors of HP1-beta Chromodomain Interactions with Methylated Histone Tails; AID 540317, 2011; 390,000 tested, 0.56% active; Potency, µM (top dose mostly 114 µM), for the others: at the highest dose activity change, negative = inhibition, actives largely listed as inhibitors; AlphaScreen HP1-beta / biotin-H3K9me3 peptide binding; further: potency means the concentration at half of the fitted maximal effect; nearly all actives have a fitted effect of over 70% in size; inactives centre near 23
Target sequence (P83916 whole entry, looked up): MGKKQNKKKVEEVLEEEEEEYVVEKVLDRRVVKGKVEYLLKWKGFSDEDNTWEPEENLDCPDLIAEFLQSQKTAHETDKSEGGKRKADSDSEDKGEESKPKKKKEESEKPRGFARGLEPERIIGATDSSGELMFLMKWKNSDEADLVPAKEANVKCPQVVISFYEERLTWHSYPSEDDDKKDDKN
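HP1-beta protein (50 nM final) preincubated 30 min at room temperature with biotinylated H3(1-18)K9me3 peptide (50 nM) in PBS pH 7.4, 0.01% Tween-20, then compound added for 30 min. AlphaScreen streptavidin donor/nickel chelate acceptor beads (10 ug/mL final), 30 min dark, luminescence read.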
PGK inhibitor: qHTS Assay to Find Inhibitors of Phosphoglycerate Kinase; 380,000 tested, 0.043% active; AID 602233, 2012; PGK/GAPDH coupled, Kinase-Glo luminescence, 60 min; Phosphoglycerate kinase, glycosomal (Trypanosoma brucei brucei), P07378; Potency, µM (highest dose often 57.5 µM), inactives show at the highest dose activity change, negative = inhibition, usual class: inhibitors; further: potency means the concentration at half of the fitted maximal effect; on the % scale 0 is the no-effect control and ±100 the full control effect; nearly all actives have a fitted effect of over 60% in size
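Luminescent ATP detection (Kinase-Glo Plus) follows a 60-minute room-temperature incubation, with wells lacking PGK as controls. Buffer: 100 mM TEA (pH 7.6), 5 mM MgCl2, 0.01% Tween-20. Coupling enzyme GAPDH (100 nM final) supplies unstable 1,3-BPG in-well.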
Pin1 inh: qHTS Assay to Find Inhibitors of Pin1; Peptidyl-prolyl cis-trans isomerase NIMA-interacting 1 (Homo sapiens), Q13526; Pin1 FP peptide displacement, HiFluor488, 10 min; Potency, µM (doses to about 115 µM), for the others: at the top dose activity, negative = inhibition, usual class: inhibitors; 390,000 tested, 0.009% active; AID 504891, 2011; active means well fitted inhibition curve with a large enough effect in the polarisation, with a control signal flat, not every such curve was filed as active; inconclusive means small, poorly fitted or top-dose-only effect, or effect the other way, or a change in a side signal; inactive means no such curve, though single readings can be large or run the other way; the % refers to the polarisation; further: potency means the concentration at half of the fitted maximal effect; on the % scale 0 is the no-effect control and ±100 the full control effect
Target sequence (Q13526 whole entry, looked up): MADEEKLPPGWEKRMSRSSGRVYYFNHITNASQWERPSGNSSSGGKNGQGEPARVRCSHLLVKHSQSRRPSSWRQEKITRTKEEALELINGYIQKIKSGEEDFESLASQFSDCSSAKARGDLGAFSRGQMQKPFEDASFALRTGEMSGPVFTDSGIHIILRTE
* = called active by the depositor; i = inactive; ? = inconclusive; . = no result given; & = joins results of further samples; [ ] = another dose, or the depositor's remark. Unless noted, the call rests on the fitted dose curve; in most records, active means well fitted curve in the direction sought with a large enough effect; inconclusive means small, poorly fitted or top-dose-only effect, or another doubt; inactive means no such curve, though single readings can be large; an effect the other way counts as inactive or inconclusive. A portion of the library. The share of hits here may be higher or lower than overall.

GLS inh	G9a block	Pol eta inh	JMJD2A Tudor	mol	PI4K2A block	BAZ2B inh	HP1b binding inh	PGK inhibitor	Pin1 inh
6%	?	-19%	-34%	COc1cccc(NC(=O)CN(C)C(=O)c2cc(-c3cccc(Br)c3)nc3ccccc23)c1	-3	2%	-10%	-6%	46%[activator]
6%	1%	-9%	-11%	Cc1ccc(CN2CC(C(=O)N3CCN(S(=O)(=O)c4cc(C)ccc4C)CC3)CC2=O)cc1 (centres undefined)	3	0%	19%	5%	3%
25%	17%[59 µM]	-15%	-26%	COc1ccc(C2C(C#N)=C(N)Nc3onc(C(C)(C)C)c32)c(OC)c1 (centres undefined)	2	-33%	4%	10%	-3%
-1%	-16%	-19%	-4%	COc1ccc(NC(=O)CN2C(=O)NC(C)(c3ccccc3)C2=O)c(OC)c1 (centres undefined)	2	-8%	18%	-6%	-7%
1%	8%[59 µM]	-20%	1%	COc1ccccc1NC(=O)CCSc1nnc(-c2ccncc2)o1	-5	-11%	40%[activator]	3%	0%
-6%	23%[2.33 µM]	-4%	-11%	COc1ccc(CCN(C)S(=O)(=O)c2cn(C)c(=O)n(C)c2=O)cc1OC	1	15%	43%[activator]	i	0%
-5%	-13%[12.7 µM]	-10%	-9%	CC(/C=C/C1[C@H](C)C[C@H](O[C@@H]2O[C@H](CO)[C@@H](O)[C@H](O)[C@H]2O)CC1(C)C)O[C@H]1O[C@H](CO)[C@@H](O)[C@H](O)[C@H]1O (some centres undefined)	-1	10%	51%[activator]	0%	-8%
-3%	3%	-1%	1%	CCC(CC)NC(=O)CO/N=C/c1ccc(Cl)cc1Cl	-5	.	55%[activator]	-6%	-15%
?	?	-2%	89µM*	O=c1cc(CSc2ccccc2)[nH]c(=S)[nH]1	-2	-10%	50%[activator]	i	8%
-9%	.	-6%	-10%	O=C(O)c1ccc(CSc2nnc(-c3ccc(Cl)cc3)o2)cc1	0	15%	35%	-2%	1%
4%	8%	3%	2%	Cc1ccc(C2CC2C(=O)NN)cc1 (centres undefined)	2	?	31%	-9%	-10%
-14%	2%[59 µM]	-12%	-19%	Cc1ccc(-n2c(C)nc3c(cnn3-c3ccccc3C)c2=O)cc1F	-3	.	27%	-4%	2%
-10%	?	-3%	?	CCCc1cc(C(N)=O)c(NC(=O)C2CCCO2)s1 (centres undefined)	8	6%	-34%	-8%	-2%
-9%	8.9µM*	?	?	c1ccc(-c2ccc(C3=Nn4c(Cn5nnc6ccccc65)nnc4SC3)cc2)cc1	-1	6%[57.1 µM]	16µM*	-7%	14%
-2%	-9%[59 µM]	-12%	5%[11.4 µM]	CC1=CCC2(CO)COC(c3ccccc3O)C1C2 (centres undefined)	-2	.	25%	i	-3%
-2%	-53%	-13%	-7%	COC(=O)CSc1nnc(CNC(=O)c2ccccc2OC)n1-c1ccc(OC)cc1	2	-2%	8%	-8%	-6%
-4%	28%[59 µM]	-18%	1%	OCCCCCNc1ncnc2ccccc12	-1	-3%	43%	-3%	-11%
10%	-2%[0.501 µM]	-13%	-3%	COc1ccc(C(=O)N[C@H](C(=O)OCn2nnc3ccccc3c2=O)C(C)C)cc1	0	-3%	26%	0%	4%
-7%	14%	-9%	-2%	COC(=O)C(Cc1ccc(O)cc1)NC(=O)C1CCN(S(=O)(=O)c2ccc(C)cc2)CC1 (centres undefined)	1	3%	20%	-1%	-2%
-7%	-39%[59 µM]	-14%	?	COc1cc(C(CCN2CCCC(C)C2)c2c(OC)cc(OC)c3c(-c4ccccc4)cc(=O)oc23)cc(OC)c1OC (centres undefined)	-5	-31%	-14%&-9%	-6%	0%&-5%

The final two compounds of the section above open the next one:
GLS inh	G9a block	Pol eta inh	JMJD2A Tudor	mol	PI4K2A block	BAZ2B inh	HP1b binding inh	PGK inhibitor	Pin1 inh
-7%	14%	-9%	-2%	COC(=O)C(Cc1ccc(O)cc1)NC(=O)C1CCN(S(=O)(=O)c2ccc(C)cc2)CC1 (centres undefined)	1	3%	20%	-1%	-2%
-7%	-39%[59 µM]	-14%	?	COc1cc(C(CCN2CCCC(C)C2)c2c(OC)cc(OC)c3c(-c4ccccc4)cc(=O)oc23)cc(OC)c1OC (centres undefined)	-5	-31%	-14%&-9%	-6%	0%&-5%
4%	-3%	7%	-5%	O=[N+]([O-])c1ccc(Oc2cccnc2)nc1	0	2%	19%	2%	4%
4%	15%[0.0925 µM]	?	-27%	CCOC(=O)CC(Nc1nc(N2CCOCC2)nc(N2CCOCC2)n1)c1ccccc1Cl (centres undefined)	-4	-12%	22%	1%	6%
14%	?	-6%	?	COc1ccc(NC(=O)NS(=O)(=O)c2ccc(C)cc2)c(OC)c1	0	.	-10%	.	1%
0%	-4%	-17%	-15%	Cc1ccc(COC(=O)c2cc(S(=O)(=O)N3CCCCC3)ccc2N2CCOCC2)cc1	-1	-1%	-8%	1%	-2%
-6%	8%[59 µM]	-4%	-11%	CCNc1nc(N)nc(Oc2ccc(OCCOc3ccccc3)nn2)n1	4	7%	14%	11%	1%
4%	.	-7%	-4%	Cc1ccc(N2CC(C(=O)Nc3nnc(SCC(N)=O)s3)CC2=O)cc1C (centres undefined)	4	-10%	31%	-4%	8%
4%	21%[59 µM]	-8%	0%	CCN(CC)S(=O)(=O)c1ccc(Cl)c(NC(=O)c2cc(Cl)cc(Cl)c2)c1	-4	7%	7%	-7%	-1%
-7%	19%[59 µM]	-11%	-1%	CC(=O)OCC(OC(C)=O)C(OC(C)=O)C(OC(C)=O)C(=O)Nc1ccc(C)cc1C (centres undefined)	-1	2%	37%	-3%	-11%
2%	-10%	4%	?	O=C(Nc1nnc(-c2ccccn2)o1)c1cccc(Br)c1	3	?	30%	-3%	-5%
9%	.	-12%	-14%	Cc1ccc2c(cnn2C(=O)CCCC(=O)NCc2ccc(F)cc2)c1	-3	-6%	22%	3%	5%
0%	-8%	-17%	-3%	O=C(COC(=O)c1ccc(Cl)nc1)NNC(=O)c1ccc(Cl)cc1	-5	7%	74%[activator]	0%	7%
-4%	29%	-14%	-1%	O=C(CN(C(=O)c1csnn1)c1cccc(C(F)(F)F)c1)NCc1ccc(F)cc1	0	1%	3%	-6%	2%
-3%	.	-10%	-3%	Cc1cc(OCC(=O)NC(Cc2ccc(Cl)cc2)C(=O)O)c2c(C)cc(=O)oc2c1 (centres undefined)	-1	-5%	33%	5%	-1%
0%	-5%	1%	-5%	O=C1CC(c2ccccc2)CC(=O)N1c1ccccc1	2	1%	54%[activator]	i	6%
5%	33%[12.7 µM]	-25%	-7%	CCCC(C(=O)Nc1ccc(S(=O)(=O)N2CCOCC2)cc1)c1ccccc1 (centres undefined)	-7	7%	13%	-9%	?
8%	-1%[12.7 µM]	-12%	-10%	COc1ccc2oc(C(=O)OCC(=O)NCCc3ccc(S(N)(=O)=O)cc3)c(C)c2c1	1	5%	45%[activator]	-6%	18%

Molecules listed so far with a Cl atom, in the order listed:
GLS inh	G9a block	Pol eta inh	JMJD2A Tudor	mol	PI4K2A block	BAZ2B inh	HP1b binding inh	PGK inhibitor	Pin1 inh
-3%	3%	-1%	1%	CCC(CC)NC(=O)CO/N=C/c1ccc(Cl)cc1Cl	-5	.	55%[activator]	-6%	-15%
-9%	.	-6%	-10%	O=C(O)c1ccc(CSc2nnc(-c3ccc(Cl)cc3)o2)cc1	0	15%	35%	-2%	1%
4%	15%[0.0925 µM]	?	-27%	CCOC(=O)CC(Nc1nc(N2CCOCC2)nc(N2CCOCC2)n1)c1ccccc1Cl (centres undefined)	-4	-12%	22%	1%	6%
4%	21%[59 µM]	-8%	0%	CCN(CC)S(=O)(=O)c1ccc(Cl)c(NC(=O)c2cc(Cl)cc(Cl)c2)c1	-4	7%	7%	-7%	-1%
0%	-8%	-17%	-3%	O=C(COC(=O)c1ccc(Cl)nc1)NNC(=O)c1ccc(Cl)cc1	-5	7%	74%[activator]	0%	7%
-3%	.	-10%	-3%	Cc1cc(OCC(=O)NC(Cc2ccc(Cl)cc2)C(=O)O)c2c(C)cc(=O)oc2c1 (centres undefined)	-1	-5%	33%	5%	-1%
